Autophagy HCS = autophagy modulators in MEF cells, primary screen, imaging, high-content, MEF GFP-LC3. MEF GFP-LC3 puncta imaging; test concentration mostly 10 µM. calls only at 10 µM (by protocol). 190,000 compounds, 0.98% hits;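 active means percentage of spot-positive cells more than 3 SD above its plate mean, without a fluorescence outlier flag or 80% toxicity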;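 further: spot-positive cell cutoff set from DMSO-treated cells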
Salmonella PhoP GFP = inhibitors of PhoP regulon expression, primary screen, Salmonella Typhimurium, GFP reporter (AID 1863). S. Typhimurium PhoP-regulated promoter GFP reporter, 4 h; higher % means a stronger effect. inhibition, % at 50 µM, or IC50 in µM where a hit was titrated. 300,000 compounds, 0.16% hits;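 active means inhibition over 29.93%, a cutoff 3 SD above the screen mean, later confirmed by dose response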;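 further: 0% = low Mg2+ inducing control and 100% = high Mg2+ repressing control; strong numbers were not always called active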
MT stabilize HCS = microtubule stabilizers in HeLa cells, primary screen, imaging, high-content imaging | 200,000 compounds, 0.83% hits | % tubulin-high responders, % at 10 µM | AID 2205, 2009 | HeLa tubulin immunostaining HCS, 24 h; share of cells brighter than vehicle mean+2SD;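 active means plate Z-score above 3 for both tubulin-high and condensed-nucleus cell shares, with cell loss under 80%, at 10 µM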;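 further: anti alpha tubulin signal scored within the nucleus-defined area of each cell; some results filed as inactive read as strong as hits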
T cell modulator = modulators of CD8 T cell-vesicle binding, primary screen, mouse 2C CD8+ T cells, flow cytometry; 2C CD8+ T cell-vesicle binding; active compounds read low; calls only at 7 µM; 330,000 compounds, 0.068% hits;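 active means response, share of CD8 T cells binding vesicles, and their 90th percentile fluorescence all below set limits, cut at about 80% in these data, passing the limit was not always enough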
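Material: 2C TCR transgenic mouse naive CD8+ T cells, MACS-purified. Also added: QL9-charged Drosophila Ld/ICAM-1/B7-1 vesicles. Timing: binding 1.5 h at 37 °C. Measured by: high-throughput flow cytometry with anti-B7-1 and anti-CD8 staining. Read-out: percent CD8+ FL2 mean versus row control. Controls: Unloaded micro-vesicles (low), QL9 vesicles with 0.7% DMSO (high).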
ER stress rescue = rescue of cells from ER stress-induced death, primary screen, 384-well, CSM14.1, thapsigargin, ATP luminescence (AID 1222). cellular ATP content (survival), % at 20 µM; hits with a dose series show EC50 in µM. 190,000 tested, under 10 active. CSM14.1 thapsigargin-induced death rescue, ATP luminescence; higher % means a stronger effect;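 active means EC50 below 50 µM in the dose-response confirmation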;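 further: death triggered by thapsigargin at about 15 µM added after 2 h compound pretreatment; cell ATP read after overnight thapsigargin exposure of roughly 18 to 22 hours; normalized against plate controls of thapsigargin alone and 5% DMSO vehicle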
bCat nuc transl = modulators of beta-catenin nuclear translocation, primary screen, imaging, HeLa cells, immunofluorescence, high-content. nuclear translocation activity, % at 5 µM. 190,000 compounds, 0.3% hits. AID 1665, 2009;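 active means nuclear translocation activity above 50% at 5 µM, with a well cell count of 50 or more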;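 further: per-cell ratio of nuclear to cytoplasmic median beta-catenin stain intensity; plate controls were DMSO negative control for no effect and GSK-3 inhibitor IX positive control for full effect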
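Read-out: Nuclear/cytoplasmic beta-catenin signal ratio, % activation | Assay system: Human HeLa cell line | Times: 24 h compound exposure at 37°C, 5% CO2 | Signal: Fluorescence imaging of beta-catenin antibody stain plus DAPI | Dosing: 5 µM primary, 0.02–20 µM confirmation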
Ins promoter up = insulin promoter activators in MIN6 cells, imaging, high-content screening, mouse beta cells. MIN6 insulin promoter-GFP reporter; active compounds read high. z-score at 5 µM. 190,000 compounds, 0.3% hits;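 active means z-score above 3 at 5 µM with at least 500 cells counted in the well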
Dynein cargo inh = inhibitors of GR-EGFP nuclear translocation, primary screen, dynein cargo transport inhibitor project, imaging, high-content, 3617.4 mouse cells. 220,000 compounds, 0.47% hits. test concentration mostly 20 µM; stimulated with dexamethasone, 1 µM; active compounds read low. z-score, hits read low;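 active means plate z-score of nuclear minus cytoplasmic receptor signal below a set negative limit, without overly bright fluorescence or cell loss, cut at about -3.5 in these data, passing the limit was not always enough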;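 further: z-score of nuclear minus cytoplasmic ring GR-EGFP intensity difference per well; some compounds called inactive have numbers as strong as hits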
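Buffer or medium: tet-free, stripped-serum medium; Also added: dexamethasone, 1.0 µM final; Technique: high-content fluorescence imaging after fixation; Times: 48 h induction, 1 h compound, 30 min dex at 37 °C; Read-out: per-cell GR-EGFP intensity, nucleus versus surrounding cytoplasmic ring, well-averaged.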
Lipid droplet = inhibitors of hepatocyte lipid droplet formation, primary screen, imaging, high-throughput imaging, BODIPY stain; AML12 mouse hepatocytes, oleate lipid droplets; inhibition, % at 6.5 µM; 240,000 compounds, 0.4% hits;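 active means lipid droplet intensity inhibited by at least 50%, with more than 500 cells counted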
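material = mouse AML12 hepatocyte cell line, fixed after treatment | also added = 100 µM oleic acid challenge | doses = compound at 6.5 µM only | schedule = overnight exposure | technique = Image-based BODIPY and DAPI two-channel analysis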
Dynein cargo inh cytoplasmic EGFP = further read-out of Dynein cargo inh, marked with its call; z-score; measured here: cytoplasmic GR-EGFP intensity; active compounds read high
Dynein cargo inh nuclear GR-EGFP = recorded beside Dynein cargo inh, whose call it bears; z-score; measured here: nuclear GR-EGFP intensity;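 lower value marks the stronger effect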
Dynein cargo inh cell count = second read-out of Dynein cargo inh, no call of its own (marks repeat the call); z-score; measured here: cell count per field
Ins promoter up cell count = second read-out of Ins promoter up, no call of its own (marks repeat the call); cell count; measured here: cytotoxicity, nuclei count;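 total cells summed across four imaged fields per well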
Lipid droplet cells 6.5 µM = further read-out of Lipid droplet, marked with its call; cell count; measured here: cell count, cytotoxicity flag;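 cells counted across two imaged fields per well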
bCat nuc transl cell count 5 µM = second read-out of bCat nuc transl, no call of its own (marks repeat the call); cell count; measured here: cell count, cytotoxicity flag
T cell modulator vesicle-bound % = second read-out of T cell modulator, no call of its own (marks repeat the call); double positive events, %; measured here: CD8+ vesicle-bound cell fraction;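 binding gate set so that unloaded-vesicle control wells show 10% double positive cells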
MT stabilize HCS Hoechst-high % = also measured in MT stabilize HCS; calls as there; % Hoechst-high responders; measured here: nuclear condensation Hoechst responders;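 share of cells brighter than vehicle mean plus two SD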
MT stabilize HCS cytotoxicity % = second read-out of MT stabilize HCS, no call of its own (marks repeat the call); toxicity, %; measured here: cytotoxicity by cell density;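 0% = mean cell density of plate MIN control wells and 100% = no cells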
Autophagy HCS cell loss 18 h = recorded beside Autophagy HCS, whose call it bears; toxicity, %; measured here: cell loss, nuclei count;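 cell loss after 18 h compound exposure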
Numbers without * were called inactive; i = inactive; . = no result given; + = active, no number. Random draw from the library (roughly 3% active in at least one column).

SMILES	Autophagy HCS	Autophagy HCS cell loss 18 h	Salmonella PhoP GFP	MT stabilize HCS	MT stabilize HCS Hoechst-high %	MT stabilize HCS cytotoxicity %	T cell modulator	T cell modulator vesicle-bound %	ER stress rescue	bCat nuc transl	bCat nuc transl cell count 5 µM	Ins promoter up	Ins promoter up cell count	Dynein cargo inh	Dynein cargo inh cytoplasmic EGFP	Dynein cargo inh nuclear GR-EGFP	Dynein cargo inh cell count	Lipid droplet	Lipid droplet cells 6.5 µM
C=CCn1c(-c2ccc(OC)cc2)nc2ccccc21	i	10	-2%	2.7	2.5	4.0	i	41	-5.9%	1.1	915	-3.6	950	0.44	-0.26	0.39	-0.054	-7	689
CC(=NCCc1c(C)[nH]c2ccc(OC(F)(F)F)cc12)C1=C(O)CC(c2ccccc2)CC1=O (stereo unspecified)	i	22	-2%	13*	38*	30*	i	12	0.5%	1.6	1045	0.84	1359	-0.25	-0.2	-0.5	0.034	-14	680
Cn1nnnc1SCC(=O)NC(=O)c1cccc([N+](=O)[O-])c1	.	.	-6%	.	.	.	i	48	.	-0.5	1357	0.16	1072	-0.77	-0.19	0.36	0.24	40	626
CCCCCCCCNC(=S)NCCN1CCCCC1	i	-2	9%	2.4	1.4	1.0	.	.	-1.4%	1.0	1028	-0.53	1173	-0.19	-0.24	-0.39	0.9	6	724
COc1cccc(/C=C/C(=O)c2cccc([N+](=O)[O-])c2)c1OC	+	-10*	-7%	6.6	5.8	6.6	i	59	-0.1%	0.7	1566	0.04	1456	-5.3*	1.4*	-2.1*	-1.8*	-12	735
Cc1ncn(C23CC4CC(CC(C4)C2)C3)n1	i	1	-12%	3.8	2.4	8.0	i	46	-3.7%	-0.4	520	-0.15	1091	2.4	0.2	3.4	-2.6	25	747
O=C(Nc1ccccc1NC(=O)NC1CCCCC1)NC1CCCCC1	i	-1	-13%	2.1	1.8	0.2	i	28	.	-0.6	1078	0.8	1271	-0.046	-0.18	0.22	-0.9	-21	652
CCOC(=O)C1=C(N)n2c(s/c(=C/c3ccco3)c2=O)=C(C(=O)OC)C1c1ccco1 (stereo unspecified)	i	3	-3%	46*	34*	45*	i	23	1.0%	-4.4	1126	0.38	1062	-0.57	-0.19	-0.28	0.55	6	815
Cc1[nH]c2ccccc2c1/C=N/NC(=O)c1cc(-c2ccccc2)n[nH]1	.	.	-1%	.	.	.	i	16	.	1.5	1275	-0.07	966	0.67	-0.28	0.85	0.16	11	620
O=c1[nH]c2c(c(=O)[nH]1)CCC2	i	8	-8%	4.8	3.2	6.0	i	57	-0.4%	-1.9	1022	0.44	1240	0.83	-0.24	0.94	-0.96	30	681
Cc1ccc(C(=O)NC2CCS(=O)(=O)C2)cc1S(=O)(=O)N1CCCCCC1 (stereo unspecified)	i	-10	2%	3.5	2.1	11	i	26	-1.8%	0.0	1452	.	.	1.3	-0.12	1.4	-1.1	4	682
CCOc1ccc(CC(=O)Nc2c(C(=O)Nc3ccccc3)oc3ccccc23)cc1OCC	i	4	-26%	9.6	2.7	6.5	i	42	-0.4%	-3.1	925	-0.01	879	-0.92	-0.21	-0.35	1.2	.	.
Cc1ccc(S(=O)(=O)N(CC(=O)N2CCC(C(N)=O)CC2)c2cccc(C(F)(F)F)c2)cc1	i	-2	-9%	1.9	2.0	6.9	i	47	.	.	.	.	.	0.65	-0.21	1.1	-0.097	3	685
CN(C)S(=O)(=O)c1cc(NC(=O)COC(=O)Cc2cccc3ccccc23)ccc1Cl	i	16	0%	4.9	1.6	8.3	i	47	-0.1%	-2.5	1034	1.1	1572	-0.49	-0.17	-0.42	0.35	12	593
Cc1cccc(N=C(N2CCOCC2)P(=O)(N2CCOCC2)N2CCOCC2)c1	i	-4	-12%	4.3	2.3	4.4	i	51	.	-2.1	1063	-0.42	1336	0.38	-0.2	0.064	-0.13	-19	700
CSc1nc2ccccc2cc1/C=C(\C#N)c1cccc(Cl)c1	+	17*	-4%	34*	36*	38*	i	3	1.1%	0.2	1369	-0.13	1536	-10	14	-1.4	0.64	.	.
CCN(CC)S(=O)(=O)c1ccc2[nH]c(=O)[nH]c2c1	i	1	-9%	2.5	2.1	2.1	i	15	.	-5.2	1125	-0.3	1197	1.9	-0.17	1.4	-0.68	.	.
CCCc1ccc(Oc2coc3cc(OCC(=O)Nc4ccccc4C)ccc3c2=O)cc1	i	10	-8%	3.1	2.1	6.9	i	21	3.2%	1.0	1151	-0.05	1527	0.23	-0.29	0.26	0.4	-7	663
Cc1ccc2c(CC(=O)OCc3cc(=O)n4c(n3)sc3ccccc34)coc2c1	i	0	-1%	1.3	1.6	1.7	i	53	-0.7%	-0.1	1366	-0.12	1656	-0.28	-0.21	-0.17	0.28	.	.
O=C(CC(C(=O)O)c1ccccc1)Nc1cccc2ccccc12 (stereo unspecified)	i	10	-1%	3.7	2.9	2.7	i	37	-0.6%	-2.4	515	0.92	1183	-0.35	-0.21	-0.43	0.0017	-3	687
CCOc1ccccc1NC(=O)NCc1ccccc1	i	-40	-6%	3.3	0.9	7.9	i	44	-0.2%	-0.9	1008	1.5	1627	0.38	-0.29	0.34	0.25	11	670
Cc1ccc(CNC(=O)CNS(=O)(=O)c2ccc3nc(C)sc3c2)cc1	i	-43	-6%	1.8	1.5	6.0	i	5	-3.9%	0.1	1064	-0.14	909	0.068	-0.3	-0.061	0.29	-2	701
O=P(CO)(Cc1ccccc1)Cc1ccccc1	i	10	-4%	3.5	2.3	7.1	i	16	-1.7%	-2.2	1180	0.81	1498	-0.011	-0.14	0.31	0.23	.	.
CCCCNC(=S)N1CCN(Cc2ccc3c(c2)OCO3)CC1	i	15	-2%	2.0	1.8	5.1	i	54	-0.6%	2.4	1065	-0.11	1088	-0.42	-0.13	-0.32	-1.3	-11	700
Cc1ccc(CNC(=O)C2CCCCC2C(=O)O)cc1 (stereo unspecified)	i	13	0%	2.2	2.7	13	i	52	0.3%	-4.2	915	-0.24	1130	0.19	0.3	0.55	-0.99	.	.
Cc1ccc(OCC(=O)N2CCCCCC2)c(C)c1	i	0	-4%	1.4	1.7	8.4	i	19	-2.0%	-0.4	1033	-0.29	1343	0.37	-0.3	0.039	2	-19	717
CSC1=N/C(=C\C=C\c2cccs2)C(=O)S1	i	3	-18%	2.9	3.2	7.9	i	37	.	-0.1	1125	-0.47	1274	-1	0.056	-0.36	-0.11	-38	681
Cn1c(=O)c2c(nc(SCC(=O)N3CCc4ccccc43)n2Cc2ccccc2)n(C)c1=O	.	.	.	.	.	.	.	.	-1.1%	-4.4	1252	-0.74	1214	.	.	.	.	-1	719
NCCCNC(=O)c1ccc(/C=N/O)nc1	i	-21	-4%	2.0	1.5	8.0	i	19	0.0%	0.2	923	.	.	0.8	-0.28	0.6	0.04	-7	733
CC1=NN(c2ccccc2)C(=O)/C1=C/c1cc2cc(C)ccc2nc1N1CCCCC1	i	0	-2%	1.7	1.5	5.8	i	26	-2.6%	-1.7	1405	0.34	1528	0.082	-0.14	-0.017	-0.9	.	.
CCC(=O)c1c[nH]c(C(=O)NCCCN2CCOCC2)c1	i	-17	7%	4.1	2.1	5.2	i	41	0.1%	-6.1	1390	0.98	1991	-0.24	-0.12	-0.4	0.75	3	572
COc1ccc(C2(NC(C)=O)CCN(C(=O)c3cccs3)CC2)cc1	i	-3	3%	5.1	1.8	5.9	i	23	-2.3%	.	.	.	.	1.2	-0.19	0.35	-0.78	13	735

Among those listed so far, 2 have a Cl atom:
SMILES	Autophagy HCS	Autophagy HCS cell loss 18 h	Salmonella PhoP GFP	MT stabilize HCS	MT stabilize HCS Hoechst-high %	MT stabilize HCS cytotoxicity %	T cell modulator	T cell modulator vesicle-bound %	ER stress rescue	bCat nuc transl	bCat nuc transl cell count 5 µM	Ins promoter up	Ins promoter up cell count	Dynein cargo inh	Dynein cargo inh cytoplasmic EGFP	Dynein cargo inh nuclear GR-EGFP	Dynein cargo inh cell count	Lipid droplet	Lipid droplet cells 6.5 µM
CN(C)S(=O)(=O)c1cc(NC(=O)COC(=O)Cc2cccc3ccccc23)ccc1Cl	i	16	0%	4.9	1.6	8.3	i	47	-0.1%	-2.5	1034	1.1	1572	-0.49	-0.17	-0.42	0.35	12	593
CSc1nc2ccccc2cc1/C=C(\C#N)c1cccc(Cl)c1	+	17*	-4%	34*	36*	38*	i	3	1.1%	0.2	1369	-0.13	1536	-10	14	-1.4	0.64	.	.
